# HRas wt GTP: human HRas wildtype GTP binding, change in either direction | AID 759 | GST-Ras wt beads, Bodipy-FL-GTP binding, flow cytometry; actives lie on both sides | GTP binding activity, % at 10 µM | hit rate 0.14% among 190,000;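 active means GTP binding activity at least 20% away from the 100% baseline, either lowered as inhibitor or raised as activator; inconclusive means flagged as likely green fluorescent, judged across all proteins in the well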;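 further: 0% = unlabeled GTP competition control and 100% = no-compound control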
# Target sequence (P01112 whole entry, looked up): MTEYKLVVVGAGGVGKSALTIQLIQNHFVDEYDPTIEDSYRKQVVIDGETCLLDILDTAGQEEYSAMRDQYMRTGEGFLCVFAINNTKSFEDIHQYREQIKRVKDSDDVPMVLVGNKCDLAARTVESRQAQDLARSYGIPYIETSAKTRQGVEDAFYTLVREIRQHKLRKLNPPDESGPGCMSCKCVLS
# Avidin fluor: avidin bead compound fluorescence profile; fluorescence (KMESF) at 10 µM; hit rate 0.38% among 220,000; Avidin beads, compound fluorescence 488/530 nm, flow cytometry; hits give high values; in the data active means fluorescence above about 47; further: inactives centre near 10
# Mcl1-Bid inh: disrupts binding of human Mcl-1 to Bid peptide | hit rate 0.97% among 220,000 | inhibition, % at 21.7 µM | TR-FRET Mcl-1/Bid-Dy647 peptide binding, 1536-well | Q07820;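 active means compounds that cut the binding signal by more than half at the single screening dose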;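 further: His-tagged Mcl-1 with europium anti-His antibody binding Bid BH3 peptide; 0% = Mcl-1 plus peptide wells and 100% = peptide-only wells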
# Target sequence (Q07820 whole entry, looked up): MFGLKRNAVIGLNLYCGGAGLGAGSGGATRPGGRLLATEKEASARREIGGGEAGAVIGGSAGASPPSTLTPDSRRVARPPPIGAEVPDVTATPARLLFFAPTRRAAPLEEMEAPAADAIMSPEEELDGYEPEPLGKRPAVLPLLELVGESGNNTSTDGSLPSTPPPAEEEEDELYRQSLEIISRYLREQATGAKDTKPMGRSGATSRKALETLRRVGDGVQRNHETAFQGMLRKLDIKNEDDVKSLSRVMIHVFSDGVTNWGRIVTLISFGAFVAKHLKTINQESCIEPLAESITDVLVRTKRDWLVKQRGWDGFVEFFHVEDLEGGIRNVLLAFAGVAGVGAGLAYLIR
# Rac1 act GTP bind: modulators of GTP binding to human Rac1 activated mutant | P63000 | GST-Rac1 activated beads, fluorescent GTP binding, flow cytometry; actives lie on both sides; 100% means binding = to untreated wells | percent activity (GTP binding), % at 10 µM | hit rate 0.11% among 190,000;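 active means GTP binding at least 20 percentage points away from the 100% baseline, in either direction, so actives lie on both sides; inconclusive means Compound likely fluorescent itself, or too few beads counted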
# Cdc42 wt GTP: changes GTP binding to wildtype human Cdc42. P60953. GST-Cdc42 beads, Bodipy-GTP binding, flow cytometry; actives lie on both sides. percent activity (GTP binding), % at 10 µM. hit rate 0.2% among 190,000. AID 761;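 active means percent activity GTP binding at least 20 points away from the 100% baseline, either down as inhibitor or up as activator; inconclusive means compound flagged as likely green fluorescent from well-wide comparison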;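 further: median bead fluorescence of bound Bodipy-FL-GTP at 100 nM; 0% = excess unlabeled GTP control and 100% = no compound control; below 100% means less GTP binding so inhibitor and above means activator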
# Target sequence (P60953 whole entry, looked up): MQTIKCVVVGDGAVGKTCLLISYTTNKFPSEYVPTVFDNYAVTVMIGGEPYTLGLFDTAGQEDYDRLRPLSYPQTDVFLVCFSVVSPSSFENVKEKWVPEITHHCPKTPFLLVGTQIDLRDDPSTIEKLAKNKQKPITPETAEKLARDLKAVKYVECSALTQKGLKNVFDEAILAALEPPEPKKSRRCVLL
# GSH fluor: compound fluoresces at 488/530 nm on GSH beads; GSH beads flow cytometry, compound fluorescence 488/530 nm; hits give high values; fluorescence (KMESF) at 10 µM; hit rate 0.25% among 190,000; in the data active means fluorescence above about 89;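 further: glutathione beads carrying GST-tagged Bcl family fusion proteins plus one bare bead set; values are compound well signal with DMSO vehicle wells as background; inactives centre near 16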
# Rab7 wt GTP bind: alters GTP binding to wildtype dog Rab7; GTP binding activity (percent of control), % at 10 µM; GST-Rab7 beads, fluorescent GTP binding, flow cytometry; actives lie on both sides; untreated = 100%, excess cold GTP = 0%; hit rate 0.055% among 190,000;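 active means fluorescent GTP binding to Rab7 beads changed by at least 20 points from the 100% baseline, either direction, mostly lower; inconclusive means compound itself probably fluorescent, or too few beads counted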;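 further: median green fluorescence of bound Bodipy-FL-GTP per Rab7 bead population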
# Mcl1 Noxa PPI: Mcl-1/Noxa interaction inhibition; TR-FRET Mcl-1/Noxa peptide binding, 2 h; hit rate 1.5% among 220,000; Q07820; inhibition, % at 21.7 µM;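 active means compounds that cut the protein-peptide binding signal by more than 50% relative to plate controls in a single-dose test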;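 further: His-tagged Mcl-1 with rhodamine Noxa BH3 peptide and terbium anti-His antibody; 0% = Mcl-1 plus Noxa peptide wells and 100% = peptide-only wells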
# Rab2A wt mod: changes GTP binding to wildtype dog Rab2A, up or down | GTP binding activity, % at 10 µM | GST-Rab2 wt beads, Bodipy-GTP binding, flow cytometry | hit rate 0.19% among 190,000 | AID 760 | P61105;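 active means GTP binding activity at least 20 points away from 100%, either lowered or raised; inconclusive means signal likely due to the compound's own green fluorescence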;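 further: 0% = beads with excess unlabeled GTP and 100% = no-compound control corrected for plate trend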
# Rac1 wt GTP bind: human Rac1 wildtype GTP binding, inhibitors and activators. P63000. GST-Rac1 beads, fluorescent GTP binding, flow cytometry; actives lie on both sides; 0 = cold GTP competed, 100 = untreated. GTP binding activity (% of control), % at 10 µM. hit rate 0.27% among 190,000;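 active means GTP binding activity at least 20 points away from the 100% control level, either lower or higher; inconclusive means compound flagged as likely green fluorescent, judged across all proteins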
# Pf gamet viab: inhibitors of late stage P. falciparum gametocyte viability; P. falciparum stage V gametocytes, ATP luminescence, 24 h; inhibition, % at 10.9 µM; hit rate 0.065% among 150,000; AID 743093;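 active means inhibition above the mean plus 3 SD of compounds within the control limits, set per campaign, cut at about 38% in these data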;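 further: 0% = DMSO wells and 100% = medium only without gametocytes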
# * = called active by the depositor; ? = inconclusive; / = not tested or not shown.
SMILES,HRas wt GTP,Avidin fluor,Mcl1-Bid inh,Rac1 act GTP bind,Cdc42 wt GTP,GSH fluor,Rab7 wt GTP bind,Mcl1 Noxa PPI,Rab2A wt mod,Rac1 wt GTP bind,Pf gamet viab
COc1ccc(C2N(c3ccc(OC)cc3)C(=S)N3CCCN23)cc1 (stereo not given),100.0,1,-29.6,96.0,104.0,9,101.0,-7.0,101.0,103.0,/
O=C(N/C(=C\c1ccc(F)cc1)C(=O)N1CCCCCC1)c1ccccc1,97.0,24,-6.5,96.0,95.0,11,100.0,2.3,98.0,95.0,10.8
CCc1ccccc1NC(=O)CCc1nc(-c2ccc(C)cc2)no1,100.0,18,-10.7,98.0,98.0,26,100.0,-0.8,100.0,100.0,1.0
CCOC(=O)c1c(C)[nH]c(N=Nc2ccc(C)cc2C)c1C,97.0,10,-32.1,101.0,98.0,73,95.0,-1.3,99.0,99.0,/
Cc1cc[n+](-c2[nH]c(=O)sc2/C=N/N=C(\[O-])c2ccccc2)cc1C,94.0,10,-30.9,94.0,93.0,11,94.0,36.1,92.0,97.0,3.1
CCC(C)NC(=O)c1ccc([N+](=O)[O-])c(Cl)c1 (stereo not given),102.0,12,6.6,100.0,106.0,20,103.0,8.2,98.0,107.0,-2.3
COc1ccc(NC(=O)c2ccc3c(c2)OCO3)cc1Cl,100.0,8,-7.5,100.0,100.0,27,97.0,40.2,101.0,99.0,/
C=CCn1c(-c2ccoc2)n[nH]c1=S,96.0,40,-30.9,94.0,95.0,13,97.0,12.9,95.0,94.0,/
Cc1cccc(CSc2nnc(-c3ccco3)o2)c1,96.0,12,-30.3,96.0,97.0,21,93.0,-2.4,94.0,96.0,-25.3
C=CCNC(=O)/C(C#N)=C/c1cn(-c2ccccc2)nc1-c1ccc(OC)c([N+](=O)[O-])c1,103.0,6,58.3*,102.0,102.0,9,98.0,15.2,103.0,103.0,/
Cc1ccc(N=Cc2cccc(O)c2O)c(C)c1,101.0,13,-108.8,99.0,106.0,13,102.0,42.8,101.0,101.0,-29.4
CC(=O)NCCn1c(SCC(=O)NCCc2ccc(S(N)(=O)=O)cc2)nc2ccccc2c1=O,?,21,11.4,?,?,8,?,4.9,?,?,-34.1
COc1ccc(Br)cc1/C=N/NC(=O)c1ccc(COc2ccc3c(c2)CCC3)o1,99.0,10,-30.0,93.0,97.0,9,101.0,-4.9,97.0,95.0,6.1
O=S(=O)(/C=C/c1ccccc1)N1CCN(Cc2ccccc2)CC1,96.0,10,-4.6,95.0,99.0,21,97.0,1.4,96.0,98.0,-9.7
CCn1cc(C(=O)NC(C)C2CC3CCC2C3)cn1 (stereo not given),102.0,14,-8.7,101.0,103.0,10,100.0,-5.4,103.0,106.0,0.2
Cc1cccc(N(C(=O)c2snc(C(N)=O)c2N)C(C(=O)NCC2CCCO2)c2cccs2)c1 (stereo not given),98.0,10,-19.7,97.0,98.0,24,99.0,-3.9,98.0,103.0,-8.8
COc1ccc(Br)cc1CN1CCN(C(=O)c2ccc(F)cc2)CC1,97.0,12,9.9,95.0,95.0,12,97.0,15.1,98.0,100.0,/
CCCCN(CC)C(=O)CSc1nc2c(sc(=S)n2-c2ccc(OCC)cc2)c(=O)[nH]1,92.0,13,-9.6,87.0,88.0,12,95.0,2.5,89.0,91.0,6.5
CCOc1cc(NC(=S)NCCCN2CCOCC2)c(OCC)cc1NC(=O)c1ccccc1C,97.0,10,-37.2,99.0,96.0,18,103.0,21.5,99.0,101.0,7.3
Cc1ccsc1C1C(C#N)=C(N)Oc2n[nH]c(C)c21 (stereo not given),91.0,6,-20.5,92.0,91.0,17,91.0,13.8,91.0,96.0,10.2
Cc1cc2nc(C3CCCN(C(=S)Nc4ccccc4C)C3)[nH]c2cc1C (stereo not given),97.0,5,-63.6,98.0,98.0,40,98.0,-8.2,99.0,100.0,/
Nc1nonc1C(=O)N/N=C/c1ccc(-c2ccc(Cl)c(C(=O)O)c2)o1,?,12,-31.1,?,?,12,?,17.5,?,?,-3.2
CCOC(=O)N1CCC(NC(=O)c2cc(C(=O)NCC(OC)OC)ccc2CO)CC1,104.0,15,-6.8,101.0,110.0,29,100.0,-2.4,103.0,108.0,/
CC(=O)c1ccc(NC(=O)N[C@@H](Cc2ccccc2)C(=O)O)cc1,101.0,21,-25.9,100.0,101.0,55,101.0,15.6,99.0,107.0,/
Cc1nn(Cc2ccc(F)cc2)c(C)c1NC(=O)c1cnn2c1NC(c1ccccc1)CC2C(F)(F)F (stereo not given),103.0,4,-4.7,100.0,104.0,16,101.0,7.6,102.0,102.0,/
O=C(Cc1ccccc1)NCc1n[nH]c(=S)n1-c1ccc(Br)cc1,100.0,5,-77.1,97.0,96.0,14,107.0,-0.9,104.0,103.0,-19.3
O=C(c1cc(S(=O)(=O)N2CCOCC2)ccc1F)N1CCN(Cc2ccccc2)CC1,102.0,38,-11.3,98.0,103.0,26,105.0,5.4,101.0,106.0,/
Cc1ccc(NC(=O)c2ccc(OC(=O)c3ccco3)cc2)cc1,99.0,12,-0.5,96.0,97.0,30,100.0,-8.3,99.0,94.0,12.6
CC(=O)Oc1c(Cl)c(N2CCOCC2)c(OC(C)=O)c2ccccc12,103.0,6,2.7,100.0,102.0,33,99.0,-10.0,101.0,104.0,5.7
COc1ccc(C)cc1NC(=O)CSc1ccc(Cl)cc1,101.0,13,3.5,97.0,104.0,24,101.0,5.6,100.0,105.0,-21.6
O=C1CN(C(=O)COc2ccc(Br)cc2Br)c2ccccc2N1,92.0,9,-6.6,89.0,88.0,18,94.0,0.9,91.0,96.0,16.4
CCc1ccccc1NC(=O)CN(c1ccc(OC)cc1OC)S(=O)(=O)c1ccccc1[N+](=O)[O-],102.0,10,-1.7,97.0,99.0,57,104.0,22.2,98.0,100.0,-21.5
O=C1CCC(C(=O)N(c2ccccc2)C2(C(=O)NC3CCCCC3)CCCCC2)N1 (stereo not given),103.0,34,-3.7,98.0,102.0,25,101.0,4.9,102.0,107.0,-23.2
COc1ccc(-c2[nH]ncc2CN(C)Cc2cnccn2)c(OC)c1,96.0,8,-49.4,96.0,95.0,12,103.0,2.6,96.0,99.0,-7.9
O=C(CCNC(=O)c1ccccc1)Nc1ccc(F)c(Cl)c1,100.0,17,-45.4,99.0,102.0,17,101.0,9.0,99.0,104.0,/
Cc1ccccc1N=Cc1c(O)n(-c2nccs2)c(=O)c2ccccc12,98.0,13,-4.5,100.0,100.0,20,97.0,7.8,99.0,101.0,/
C=CCn1c(SCC(=O)N2CCCC2)nc2scc(-c3cccs3)c2c1=O,102.0,8,23.6,99.0,101.0,20,103.0,21.8,102.0,98.0,/
COc1ccc(C(=O)NCCSCc2ccc(C)cc2)cc1,97.0,11,-11.9,93.0,97.0,33,94.0,/,95.0,90.0,/
CCOC(=O)C(NC(C)=O)(Nc1ccc(S(=O)(=O)Nc2nccs2)cc1)C(F)(F)F (stereo not given),102.0,7,-23.1,100.0,107.0,4,101.0,14.5,101.0,107.0,/
CC(C)COC(=O)c1ccc2c(c1O)C(=O)c1ccccc1C2=O,99.0,31,4.9,94.0,97.0,24,99.0,9.6,97.0,95.0,-3.3
COc1cc2c(cc1OC)CN(Cc1cc(=O)n3c(-c4ccccc4)csc3n1)CC2,96.0,14,-43.7,97.0,98.0,16,104.0,-3.0,99.0,100.0,-20.3
CC(C)(C)NC(=O)C(c1ccc(F)cc1)N(Cc1ccco1)C(=O)Cn1nnc(-c2cccs2)n1 (stereo not given),102.0,6,2.8,98.0,102.0,27,100.0,-4.4,100.0,104.0,/
CCOc1ccccc1NC(=O)CN(c1ccc(OC)cc1)S(=O)(=O)c1c(C)noc1C,102.0,15,-37.8,101.0,102.0,15,106.0,-9.5,103.0,107.0,-1.8
CC(C)CC1NC(=O)N(CC(=O)N2CCN(S(=O)(=O)c3ccc4ccccc4c3)CC2)C1=O (stereo not given),103.0,28,-1.5,100.0,105.0,22,104.0,-3.0,102.0,106.0,-2.8
CCN1CCN(c2ccc(S(=O)(=O)N(CC)CC)cc2[N+](=O)[O-])CC1,99.0,10,-34.2,100.0,102.0,9,95.0,9.2,98.0,102.0,/
C=CCNc1nc(Nc2ccc(OC)cc2OC)nc(OCC)n1,95.0,75*,-6.2,97.0,95.0,26,96.0,-2.4,94.0,96.0,/
Cc1nc(=O)c(-c2ccccc2)c(C)n1Cc1ccccc1,102.0,20,-4.5,100.0,101.0,13,99.0,-3.8,101.0,103.0,-14.7
CN(C)c1ncc(S(=O)(=O)c2ccccc2)c(N)n1,94.0,9,-11.8,96.0,97.0,9,97.0,-4.6,95.0,95.0,-5.8
CCc1nc2ccccc2c(C(=O)Oc2ccc(C(=O)OC)cc2)c1C,98.0,8,8.8,98.0,106.0,11,98.0,4.1,98.0,102.0,/
O=C(O)C1=NOC(CNc2ncc(C(F)(F)F)cc2Cl)C1 (stereo not given),103.0,10,-4.2,96.0,98.0,15,108.0,14.2,104.0,104.0,-10.3
O=C(N/C(=C/c1ccc(Br)cc1)C(=O)N1CCCC1)c1ccccc1F,106.0,3,-20.4,95.0,104.0,8,100.0,-15.7,104.0,106.0,21.9
O=C(CCCn1c(=O)[nH]c2ccccc2c1=O)N1CCN(c2ccccn2)CC1,102.0,4,-5.9,101.0,105.0,15,108.0,4.3,102.0,106.0,/
COc1ccccc1N1CCN(/N=C/c2ccc(O)c(O)c2)CC1,94.0,9,-11.8,93.0,94.0,12,94.0,49.5,96.0,96.0,-34.2
O=C(O)CCc1ccc(-c2cccs2)n1NC(=O)c1ccc(Cl)cc1,99.0,26,-31.3,96.0,98.0,18,98.0,28.9,98.0,95.0,/
CN(C)c1ccc(-n2cccc2/C=C/[N+](=O)[O-])cc1,95.0,11,-19.1,89.0,94.0,9,104.0,17.0,96.0,97.0,16.9
C=CCn1c(SCC(=O)NC(N)=O)nnc1-c1cc2c(s1)CCC(CC)C2 (stereo not given),101.0,15,-40.7,101.0,96.0,15,99.0,9.2,100.0,100.0,0.9
Cc1ccc(NCc2nc3ccccc3n2CCOc2ccccc2)cc1,100.0,6,-40.0,98.0,101.0,10,99.0,-3.2,98.0,103.0,8.3

# Assay outcomes: PubChem BioAssay, several laboratories
